# Assay outcomes from PubChem BioAssay.
# Siah-1 displacement: Siah-1 peptide-binding antagonists, primary screen, biochemical, fluorescence polarization, rhodamine-plectin, uHTS (AID 1817) | displacement, % at 20 µM, or IC50 in µM where a hit was titrated | Siah-1 / rhodamine-plectin peptide fluorescence polarization; higher % means a stronger effect | hit rate 0.02% among 290,000;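 active = displacement of at least 50% at 20 µM, with a fluorescence ratio check between 0.3 and a set limit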;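 also: plate controls were Siah plus tracer with DMSO for no effect and tracer alone without Siah for full effect; strong numbers were not always called active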
# UTI89 phage lysis: protection from phage-mediated lysis, alamar blue read-out – E. coli UTI89, K1F phage, bacterial capsule biogenesis inhibitors (AID 488966); inhibition, % at 100 µM; hits with a dose series show IC50 in µM; E. coli UTI89 K1F phage lysis, alamar blue, 2 h; higher % means a stronger effect; hit rate 0.02% among 340,000;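 active = phage lysis inhibition, versus mean bacterial control, above a set limit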;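 also: capsule biogenesis inhibitors block K1F phage lysis so surviving cells raise fluorescence; higher fluorescence means more inhibition of phage lysis; actives were called in the ten point dose series up to 300 µM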
# Lipid droplet: modulators of hepatic lipid droplet formation. AML12 mouse hepatocytes, oleate lipid droplets, BODIPY imaging. hit rate 0.4% among 240,000. inhibition, % at 6.5 µM;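 active = lipid droplet intensity inhibited by at least 50%, with more than 500 cells counted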
#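 Material – mouse AML12 hepatocyte cell line, fixed after treatment · Compound dosing – one dose, 6.5 µM compound · Times – compound with oleate, overnight · Measured by – Image-based BODIPY and DAPI two-channel analysis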
# Lipid droplet cells 6.5 µM: second read-out of Lipid droplet, no call of its own (marks repeat the call); cell count; measured here: cell count, cytotoxicity flag;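 cells counted across two imaged fields per well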
# * = called active by the depositor; i = inactive; [ ] = dose if it differs, or a comment. Only part of the results is shown; rates above refer to the full screens.
# Preview:
SMILES,Siah-1 displacement,UTI89 phage lysis,Lipid droplet,Lipid droplet cells 6.5 µM
CCN(CC(=O)NCc1ccc(Cl)cc1)C(=O)/C=C/c1ccc(Cl)c([N+](=O)[O-])c1,0.9%,0.6%[50 µM],-0.3,637
COc1ccc(CCNC(=O)CC(C)S(=O)(=O)c2ccc3c(c2)NC(=O)CO3)cc1OC (stereo not given),-5.9%,0.4%,-20.3,757
Nc1cc(Oc2ccc(Cl)cc2Cl)nc(N)n1,5.4%,-0.1%,-1.8,781
O=[N+]([O-])c1cccc2ccc(N3CCOCC3)nc12,-0.6%,0.2%,3.8,843
Cn1c(CNS(=O)(=O)c2cccc(Cl)c2)cc(=O)n(C)c1=O,0.7%,0.3%,-28.2,698
C=CCNC(=O)/C(C#N)=C/c1c(N2CCCCCC2)nc2ccccn2c1=O,-3.0%,-1.0%[50 µM],0.0,822
Nc1ccc(C2(c3ccc(N)cc3)OC(=O)c3ccccc32)cc1,-2.3%,0.4%,5.9,849
COc1cc(C)c(S(=O)(=O)NOCc2ccccc2)c(C)c1C,1.0%,0.0%,-59.7,800
CC(=O)N1c2ccc(S(=O)(=O)NCCC(=O)N(C)C3CCCCC3)cc2CC1C (stereo not given),11.0%,0.1%,24.7,716
O=C(NCC1CCCN(Cc2cccc(F)c2)C1)c1cccc2ccccc12 (stereo not given),-2.1%,0.2%,-19.8,814
CCOC(=O)N1CCN(C(=O)/C(=C/c2ccc(F)cc2)NC(=O)c2ccccc2)CC1,1.1%,-0.2%,-1.8,813
Cc1ccc(C(=O)N(C)Cc2ccccc2)cc1S(=O)(=O)N1CCOCC1,2.4%,2.5%[50 µM],-13.3,692
O=C(O)C(c1ccccc1)N1C(=O)c2ccccc2C1=O (stereo not given),-2.2%,0.9%,-3.3,856
O=C(COC(=O)c1ccccc1SCC(=O)N1CCCC1)Nc1ccccc1,-5.0%,2.2%[50 µM],4.0,867
CC(=O)c1cccc(NC(=O)CCCNC(=O)c2ccc(Cl)cc2)c1,-6.2%,0.4%,-12.3,718

# All compounds of this part, repeating the preview:
SMILES,Siah-1 displacement,UTI89 phage lysis,Lipid droplet,Lipid droplet cells 6.5 µM
CCN(CC(=O)NCc1ccc(Cl)cc1)C(=O)/C=C/c1ccc(Cl)c([N+](=O)[O-])c1,0.9%,0.6%[50 µM],-0.3,637
COc1ccc(CCNC(=O)CC(C)S(=O)(=O)c2ccc3c(c2)NC(=O)CO3)cc1OC (stereo not given),-5.9%,0.4%,-20.3,757
Nc1cc(Oc2ccc(Cl)cc2Cl)nc(N)n1,5.4%,-0.1%,-1.8,781
O=[N+]([O-])c1cccc2ccc(N3CCOCC3)nc12,-0.6%,0.2%,3.8,843
Cn1c(CNS(=O)(=O)c2cccc(Cl)c2)cc(=O)n(C)c1=O,0.7%,0.3%,-28.2,698
C=CCNC(=O)/C(C#N)=C/c1c(N2CCCCCC2)nc2ccccn2c1=O,-3.0%,-1.0%[50 µM],0.0,822
Nc1ccc(C2(c3ccc(N)cc3)OC(=O)c3ccccc32)cc1,-2.3%,0.4%,5.9,849
COc1cc(C)c(S(=O)(=O)NOCc2ccccc2)c(C)c1C,1.0%,0.0%,-59.7,800
CC(=O)N1c2ccc(S(=O)(=O)NCCC(=O)N(C)C3CCCCC3)cc2CC1C (stereo not given),11.0%,0.1%,24.7,716
O=C(NCC1CCCN(Cc2cccc(F)c2)C1)c1cccc2ccccc12 (stereo not given),-2.1%,0.2%,-19.8,814
CCOC(=O)N1CCN(C(=O)/C(=C/c2ccc(F)cc2)NC(=O)c2ccccc2)CC1,1.1%,-0.2%,-1.8,813
Cc1ccc(C(=O)N(C)Cc2ccccc2)cc1S(=O)(=O)N1CCOCC1,2.4%,2.5%[50 µM],-13.3,692
O=C(O)C(c1ccccc1)N1C(=O)c2ccccc2C1=O (stereo not given),-2.2%,0.9%,-3.3,856
O=C(COC(=O)c1ccccc1SCC(=O)N1CCCC1)Nc1ccccc1,-5.0%,2.2%[50 µM],4.0,867
CC(=O)c1cccc(NC(=O)CCCNC(=O)c2ccc(Cl)cc2)c1,-6.2%,0.4%,-12.3,718
Cc1ccc(CNCC(O)(c2ccccc2)c2ccccc2)cc1,-5.2%,0.1%,-1.8,827
Clc1ccccc1C1Nc2cccc3cccc(c23)N1,44.2%,0.6%,-6.2,772
CN(C(=O)CC1C(=O)NCCN1Cc1ccccc1C(F)(F)F)C1CCOCC1 (stereo not given),-1.5%,0.3%,-13.0,641
CCN(CC)S(=O)(=O)c1ccc2c(c1)N(CC(=O)N1CCCC1)C(=O)CO2,-4.2%,0.5%,3.1,828
COc1ccccc1N1CCN(C2CCCN(S(=O)(=O)c3ccc(C)cc3)C2)CC1 (stereo not given),-5.3%,0.1%,9.0,687
CCN(C(=O)c1ccco1)c1nc(-c2ccc(OC)cc2)cs1,7.6%,-0.1%,6.5,824
NS(=O)(=O)c1ccc(N=Nc2ccc(O)c3ncccc23)cc1,-8.5%,-0.1%,1.5,739
CC1CCN(CC(=O)Nc2ccc(C(=O)N3CCCCC3)cc2)CC1,4.6%,0.2%,-4.4,868
Cc1c(C)c2ccc(OCC(=O)Nc3cccnc3)cc2oc1=O,3.7%,0.1%,-2.1,685
CC(C)c1ccc(N2C(=NC(=O)C3CCCO3)SC3CS(=O)(=O)CC32)cc1 (stereo not given),-6.2%,0.0%,-0.8,727
COc1ccc(C2=NS(=O)(=O)N(C)C(C(=O)N3CCc4ccccc4C3)=C2)cc1OC,1.4%,-0.6%,-3.8,835
CN(C)c1ccc(/C=N/NC(=O)c2ccc3c(c2)OCO3)cc1,1.4%,-0.4%[50 µM],4.8,843
O=C(O)c1ccc(Cl)c(NCc2cccnc2)c1,0.6%,0.1%,-2.9,807
COc1cc2[nH]cc(C(=O)NCc3ccccc3)c(=O)c2cc1OC,8.1%,0.1%,-2.2,819
CCN1CCN(C(=O)C2=CC(c3ccc(OC)cc3)=NS(=O)(=O)N2C)CC1,-1.4%,2.5%,-1.2,826
Cc1cc(NS(=O)(=O)c2ccc(NC(=O)CCCOc3ccccc3C)cc2)nc(C)n1,0.0%,-0.3%,3.5,684
Cc1ccc(C)c(N2CCN(C(=O)c3ccc4c(c3)c(C)c(C)n4C)CC2)c1,-3.0%,-0.1%,-11.7,727
CCOc1ccc(CCNC(=O)COC(=O)c2ccc(C)c([N+](=O)[O-])c2)cc1OCC,3.2%,1.2%[50 µM],24.3,823
O=C(CNC(=O)c1ccco1)NCC(=O)OCC(=O)c1ccc(Cl)c([N+](=O)[O-])c1,-0.1%,-1.1%,11.7,764
Cc1c(CN2CCC(n3nccc3NC(=O)c3cccc(F)c3)CC2)cnn1C,-1.6%,1.7%[50 µM],-7.1,794
Cc1cccc(N(CC(=O)NC2CC2)S(=O)(=O)c2ccc(Cl)cc2)c1,3.9%,0.3%[50 µM],-7.6,640
O=C(N/N=C/c1ccccc1)C(O)c1ccccc1 (stereo not given),4.0%,0.3%,0.7,806
COc1cc2c(=O)n(CC3CCCO3)c(=O)n(CC(=O)Nc3ccccc3)c2cc1OC (stereo not given),-7.1%,0.1%,44.5,756
CCOc1ccc(C(=O)Nc2ccc(C(=O)N3CCOCC3)cc2)c(OCC)c1,-1.1%,-0.6%[50 µM],5.4,688
COc1ccc(C2NN=C(c3ccc(C)cc3)S2)cc1 (stereo not given),6.4%,0.0%,4.0,791
COC1=CC(=O)C[C@@H](C)[C@]12Oc1c(Cl)c(OC)cc(OC)c1C2=O,0.2%,-1.1%,7.9,776
O=S(=O)(NNc1ccc(F)cc1F)c1cccc(Cl)c1,1.5%,0.8%,-0.2,817
CC1CCCC(NC(=O)CN2C(=O)COc3ccccc32)C1C (stereo not given),3.9%,2.8%,2.2,812
O=C(COc1ccc(S(=O)(=O)Nc2cccc(C(F)(F)F)c2)cc1)N1CCOCC1,0.4%,0.1%,-3.9,850
CCCCN1C2CCCC1CC(NC(=O)c1cccc(OC)c1)C2 (stereo not given),2.8%,0.2%,4.4,810
CN1CCc2c(sc(N)c2C(=O)c2ccc(Cl)cc2)C1,-1.1%,0.2%,-10.4,752
CC(C)(C)c1ccc2c(c1)N(CC(=O)N1CCCC1)C(=O)CO2,-1.6%,0.1%,-6.9,801
CCC(C)c1ccc(OCC(=O)NNC(=O)C2CCCCC2)cc1 (stereo not given),1.6%,0.1%,1.2,804
COc1ccccc1N1C(=O)N(CC(=O)C(C)(C)C)c2ccccc2S1(=O)=O,1.0%,0.0%,-3.1,823
COc1ccc(CNC(=O)CNC(=O)N2CC(=O)Nc3ccccc32)cc1,-1.5%,0.2%,2.0,714
# Continuation.
SMILES,Siah-1 displacement,UTI89 phage lysis,Lipid droplet,Lipid droplet cells 6.5 µM
Cc1cccc(Cn2c(C)nc3ccc([N+](=O)[O-])cc3c2=O)c1,-3.8%,0.3%,-2.8,839
Cc1cccc(N(CC(=O)NC2CCCC2)C(=O)CCC(=O)Nc2nc(C)cs2)c1,5.6%,0.0%,-8.3,761
Cc1cccc2c1cnn2C(=O)CCC(=O)N1CC(C)CC(C)C1 (stereo not given),4.3%,0.8%,6.4,723
NNc1nc2cc3c(cc2s1)OCCO3,-2.4%,i,2.9,734
Cc1cccc(N(CC(O)CN2CCOCC2)S(=O)(=O)c2ccccc2)c1 (stereo not given),5.3%,0.1%,-1.3,743
COc1ccc(CNC(=O)CCCC2=NS(=O)(=O)c3ccccc3N2)cc1,-2.0%,0.4%,-4.0,734
Cc1[nH]c2nc3ccccc3n2c(=O)c1CCC(C)C,2.9%,0.0%,2.8,838
COc1ccc(CCN(C)C(=O)CSc2nnc(-c3ccco3)o2)cc1OC,3.2%,-0.1%,-1.4,711
CC(C)C(C)NC(=O)CN1C(=O)NC(C)(c2ccc3ccccc3c2)C1=O (stereo not given),-1.9%,0.1%,-0.9,849
CC(=O)Nc1ccc(S(=O)(=O)NCCc2cc3ccc(C)c(C)c3[nH]c2=O)cc1,0.3%,-0.1%,-5.0,804
CCN(CC(=O)Nc1ccccc1C(F)(F)F)C(=O)c1cc(S(=O)(=O)N(C)C)ccc1N1CCCC1,2.7%,0.9%[50 µM],-7.7,811
O=C(Nc1ccc(NC(=O)c2ccc(Cl)cc2Cl)cc1)c1cccs1,4.0%,0.3%,-12.7,818
COc1ccc(OC)c(NC(=O)CSc2nc3ccccc3c(=O)n2CC2CCCO2)c1 (stereo not given),-1.2%,0.1%,16.6,787
CCCCN(CCCC)CCNC(=O)CN1C(=O)COc2ccc(S(=O)(=O)N3CCC(C)CC3)cc21,10.0%,1.8%,-0.3,657
NC1=NC(=O)/C(=C/c2cccc(-c3ccc(S(N)(=O)=O)cc3)c2)S1,-5.6%,1.1%,3.6,779
CC(=O)N1CCN(c2nc3ccc([N+](=O)[O-])cc3s2)CC1,-4.4%,0.8%,8.0,627
CCOc1cc(C2Nc3ccccc3NC3=C2C(=O)CC(C)(C)C3)ccc1O (stereo not given),-1.8%,1.4%,-3.4,803
Cc1cc2oc(=O)cc(CN3CCN(Cc4ccccc4)CC3)c2cc1O,-3.0%,-1.3%[50 µM],-7.6,792
O=C(NCc1ccc(F)cc1)C1CCCN1C(=O)Nc1ccc(F)cc1 (stereo not given),2.1%,0.1%,0.3,776
COC(=O)c1ccccc1NC(=O)CSc1nnc(-c2cccnc2)o1,-8.6%,-0.2%,6.4,633
CC(=O)c1ccc(NC(=O)c2noc(C)c2[N+](=O)[O-])cc1,9.6%,0.2%,-7.0,699
